Bioassay records deposited in PubChem by School of Medicine, Boston University.
PL biosyn Enam = animal cell phospholipid biosynthesis inhibition, Enamine screen. actives 0.4% (n = 20,000). calls only at 10 µM. ZR-82 CHO cells, pyrene fatty acid UV survival, CellTiter Blue; peroxisome-deficient CHO-K1 mutant line; plus DGAT-1, DGAT-2 and ACAT inhibitors. AID 1347385;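 active means cell survival signal 2 SD away from solvent-only control wells, confirmed on one or two retests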;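 further: 3 h compound exposure then viability read about one day after UV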
Calls only; i = inactive. Not all compounds are listed; the hit share may differ from the screen's.

SMILES | PL biosyn Enam
O=C(O)CCc1nc(-c2ccsc2)no1 | i
CCn1c(SC(C)c2nnc(-c3cccs3)o2)nnc1C1CC1 (stereo not drawn) | i
Cc1nc2cc(N)ccc2o1 | i
O=C(Nc1ccc([N+](=O)[O-])cc1)Nc1ccc2[nH]c(=O)[nH]c2c1 | i
O=C(CCc1ccsc1)Nc1ccnn1Cc1cccs1 | i
O=C(O)c1cc(=O)c2cc(F)ccc2o1 | i
FC(F)(F)c1ccc(N2CCN(C(=S)NC3CC3)CC2)nc1 | i
O=S(=O)(NC1CCCCCCC1)c1ccccc1F | i
CN1CCN(S(=O)(=O)c2cc(Br)ccc2Br)CC1 | i
C=CCNC(=O)CSc1ncnc2sc3c(c12)CCC3 | i
O=c1c2ccccc2nnn1CSc1nc(-c2ccccc2)c(-c2ccccc2)o1 | i
CC1CCc2c(sc3nc(CSc4nc5sccc5c(=O)n4C4CCCCC4)[nH]c(=O)c23)C1 (stereo not drawn) | i
CC1CCC2(CC1)Oc1ccccc1C1CC(c3ccccc3)=NN12 (stereo not drawn) | i
CN(C)CCNC1CCS(=O)(=O)C1 (stereo not drawn) | i
COC(=O)c1ccc(N=CN(C)C)s1 | i
CCn1c(O)c(C=NCC2CC2(Cl)Cl)c(=O)n(CC)c1=S (stereo not drawn) | i
CCOC(=O)N1CCN(C(=O)Cn2nc(C)c([N+](=O)[O-])c2C)CC1 | i
O=C1COc2ccc(C(=O)CSc3nnnn3C3CC3)cc2N1 | i
Fc1ccc(-c2nnc(COn3nnc4ccccc43)o2)cc1 | i
CN(C)C=NC1=NN(c2ccccc2)CC1 | i
COc1ccc(Cc2n[nH]c(=S)o2)cc1 | i
O=C(N/N=C/c1cccs1)C1=COCCO1 | i
CCOC(=O)c1c(C)[nH]c(C(=O)N(CC2CCCO2)C2CCS(=O)(=O)C2)c1C (stereo not drawn) | i
Cc1nn(-c2ccccc2)c2[nH]c(CP(=O)(c3ccccc3)c3ccccc3)cc(=O)c12 | i
OC(COCC1COc2ccccc2O1)C[N+]1(Cc2ccc(Cl)cc2)CCOCC1 (stereo not drawn) | i
SMILES | PL biosyn Enam
Clc1ccc2c(Oc3cccc(Br)c3)ccnc2c1 | i
CN1CCN(S(=O)(=O)c2ccc(Nc3ccc4c(c3)OCO4)c([N+](=O)[O-])c2)CC1 | i
O=P(O)(c1ccccc1)c1nccn1-c1ccccn1 | i
CCOc1ccc2c(c1)sc(N)[n+]2Cc1cc(C)cc2cccnc12 | i
CC1CCC2(CC1)NC(=O)N(CC(=O)NCC(F)(F)F)C2=O (stereo not drawn) | i
C(=Nc1sc2c(c1-c1nc3ccccc3s1)CCCC2)c1ccco1 | i
CCCc1cc(=O)[nH]c(SCc2nc3sc4c(c3c(=O)[nH]2)CCC(C)C4)n1 (stereo not drawn) | i
COCCN=c1scc(-c2ccc(OC(F)F)cc2)n1/N=C/C1CC2C=CC1C2 (stereo not drawn) | i
Fc1ccc(N/N=C/c2c3oc4ccccc4cc-3c3ccccc23)c(F)c1 | i
Cc1cc(C)n(-c2nc(C)nc3sc4c(c23)CCC(C)C4)n1 (stereo not drawn) | i
C=C(C)C1CC=C(C)/C(=N\NC(=O)C(=O)N/N=C2/CC(C(=C)C)CC=C2C)C1 (stereo not drawn) | i
CN/N=C/c1ccc(SC)cc1 | i
O=P1(NCCCn2ccnc2)C=C(c2ccccc2)OC(c2ccccc2)=C1 | i
O=C(N/N=C1\CCSc2ccc(F)cc21)C1CC1 | i
Cn1c2c(c(=O)n(C)c1=O)C(c1ccc(Br)cc1)C1=C(N2)c2ccccc2C1=O (stereo not drawn) | i
Cc1cc(C(=O)NNC(=O)CCC2CCCCC2)c(C)o1 | i
O=c1c(=C2SCCS2)sc2n1C(c1ccccc1)C=C(c1ccccc1)N=2 (stereo not drawn) | i
CS(=O)(=O)c1ccc(Cl)c(N)c1 | i
c1ccc2c(C(c3ccc4c(c3)OCO4)c3c[nH]c4ccccc34)c[nH]c2c1 | i
O=[N+]([O-])c1cc2c(c(CSc3nc4ccc(Cl)cc4[nH]3)c1)OCOC2 | i
COc1ccc(S(=O)(=O)NC2CCSc3ccccc32)cc1OC (stereo not drawn) | i
CCOc1cc2c(cc1/C=C/c1ccc3c(Cl)cc(Cl)c(O)c3n1)OC(C)C2 (stereo not drawn) | i
O=S(=O)(c1ccc(F)cc1)N1CCCc2ccccc21 | i
O=c1c2c3c(sc2nc2c4ccccc4c4nnnn4n12)CCCC3 | i
Cc1cc(C)n2nc(C(F)(F)F)nc2n1 | i
SMILES | PL biosyn Enam
O=C(CN1C(=O)NC2(CCc3ccccc32)C1=O)c1cc2ccccc2o1 (stereo not drawn) | i
Cc1cc2nn(CN(C)Cc3ccccc3)c(=S)n2c2ccccc12 | i
Cc1cc(C(=O)N/N=C/C2CCCCC2)c(C)o1 | i
O=C(/C=C/c1ccco1)NNC(=O)c1cc2c(s1)CCCC2 | i
CN1CC(=O)N(CN2CCN(c3ccc(F)cc3)CC2)C1=O | i
Cc1nc2sc(C(=O)OCc3nc4ccsc4c(=O)[nH]3)c(C)c2c(=O)[nH]1 | i
CSC1=NC(C)=NC(=O)C1=P(c1ccccc1)(c1ccccc1)c1ccccc1 | i
OCn1cnc2ccccc21 | i
Cn1c(-c2ccccc2)c(-c2nc(-c3ccccc3)c(-c3ccccc3)[nH]2)c2ccccc21 | i
O=c1ccnc(SCc2ccc(Cl)c(Cl)c2)[nH]1 | i
O=C(CN1C(=O)NC2(CCCCCC2)C1=O)NCC1CCCCC1 | i
O=C(C1CCCO1)N1CCN(Cc2nc3sc4c(c3c(=O)[nH]2)CCC4)CC1 (stereo not drawn) | i
C/C(=N\NC(=S)NC(C)C)c1ccc2c(c1)OCCO2 | i
Cc1cc(C)n2cc(CSc3nnc4c(n3)[nH]c3ccccc34)nc2n1 | i
O=C1CCC(C(=O)OCC(=O)N2N=C3/C(=C/c4ccco4)CCCC3C2c2ccco2)=NN1 (stereo not drawn) | i
O=C(NCC(c1ccco1)N1CCCC1)NC1CCCCC1 (stereo not drawn) | i
Cc1nc2cc(C)c(C)cc2s1 | i
CCCOc1ncnc2sc3c(c12)CCCC3 | i
O=c1cc(COc2ccc(Cl)cc2)nc2ccc(Br)cn12 | i
C=CC[n+]1c(C)csc1Nc1cccc(Br)c1 | i
NCCCCOc1ccc(F)cc1 | i
Brc1ccc(/C=C2\CCCC3=C2Nc2ncnn2C3c2ccc(Br)cc2)cc1 (stereo not drawn) | i
c1csc(-c2nnc(CSc3nnc(-c4ccc5c(c4)OCO5)o3)o2)c1 | i
CCCN1C(=O)CNC1=S | i
Cc1cccn2c(=O)cc(CSc3nnc(-c4ccco4)n3C3CCCCC3)nc12 | i
SMILES | PL biosyn Enam
Cn1cc(/C=C2\SC(=NC3CCCCC3)NC2=O)cn1 | i
CCOC(=O)c1c(C)[nH]c(C(=O)CN2C(=O)NC3(CCC(CC)CC3)C2=O)c1C (stereo not drawn) | i
COc1ccccc1-c1noc(CSc2nc3ccccc3c3nc4ccccc4n23)n1 | i
CC1(C)NC(=O)N(Cc2cc(=O)n3ccsc3n2)C1=O | i
NC1=NC(c2ccc([N+](=O)[O-])o2)n2c(nc3ccccc32)N1 (stereo not drawn) | i
CC(C)C12CCCC(C(=O)O)(CCC1)C2 | i
CCN(CC)P1(=Nc2ccc([N+](=O)[O-])cc2Br)/C(=C2\N(C)c3ccccc3C2(C)C)C=NN1C (stereo not drawn) | i
Cc1nnc(SCC(=O)NN2C(=O)NC3(CCC(C)CC3)C2=O)n1C1CC1 (stereo not drawn) | i
Fc1cc(Br)ccc1Oc1nnc(-c2ccccc2)c2ccccc12 | i
O=c1c2cc(Br)ccc2[nH]c(=S)n1Cc1ccco1 | i
CC1(NS(=O)(=O)c2ccc3c(c2)CCCC3)CCS(=O)(=O)C1 (stereo not drawn) | i
O=[N+]([O-])c1cc(C(F)(F)F)ccc1NNC(=S)NC1CC2CCC1C2 (stereo not drawn) | i
c1coc(-c2nnc(Sc3ncnc4c3oc3ccccc34)o2)c1 | i
CCOC(=O)c1sc(N)nc1C | i
NS(=O)(=O)c1ccc(Nc2nc3ccccc3nc2NS(=O)(=O)c2cccc3nsnc23)cc1 | i
CCOC(=O)c1c(NC(=O)COC(=O)c2cnccn2)sc(C)c1C | i
Cn1c2c(c(=O)n(C)c1=O)C(c1cccc(Br)c1)C1=C(N2)c2ccccc2C1=O (stereo not drawn) | i
CC(OC(=O)c1cc2c(s1)CCC2)C(=O)NC(N)=O (stereo not drawn) | i
Fc1ccc2c(c1)/C(=N/Nc1nncc3ccccc13)CCS2 | i
c1csc(-c2nnc(SCc3nc(-c4ccsc4)no3)n2C2CC2)c1 | i
CN(C)/N=C/c1ccccn1 | i
Cc1cccn2c(=O)c3cc(C(=O)N4CCN(C)CC4)n(C)c3nc12 | i
CC1CN(Cc2nc(N3CC(C)OC(C)C3)c3c4c(sc3n2)CCCC4)CC(C)O1 (stereo not drawn) | i
c1ccc2c(c1)OCC(CSc1nnc3ccccn13)O2 (stereo not drawn) | i
Cc1c(Cl)cnc(NC(=O)COC(=O)/C=C/c2cccn2C)c1Cl | i
SMILES | PL biosyn Enam
CN1CCN(/N=C/c2ccc(OC(F)F)cc2OC(F)F)CC1 | i
C=CCNC(=S)Nc1ccccn1 | i
CN=c1scc(-c2cccc(Br)c2)n1/N=C/c1cccc(F)c1 | i
N=C1NC(=O)/C(=C/c2ccc(Cl)cc2)S1 | i
CCCCn1c(=O)[nH]c(=O)c2c1nc(CSc1ncnc3sc4c(c13)CCC4)n2CCC | i
COc1ccc(Br)cc1S(=O)(=O)Oc1ccc2ccccc2c1 | i
O=c1c(Cl)c(N2CCN(c3nnnn3-c3ccccc3)CC2)cnn1-c1ccccc1 | i
CCC(C)N1CCC(=O)NC1=O (stereo not drawn) | i
COCCN(CCOC)Cn1nc(Nc2ccccc2F)sc1=S | i
Fc1ccc(NC(=S)Nc2cccc(I)c2)cc1Cl | i
NC1=NC2(CCCCC2)n2c(nc3ccccc32)N1 | i
CN1CCN(C(c2ccc(C(F)(F)F)cc2)c2cc(Cl)c3cccnc3c2O)CC1 (stereo not drawn) | i
CN1CCC(=N)NC1=O | i
Cc1cc(C)n2cc(CN3CCc4ccccc43)nc2n1 | i
Cc1noc(N)c1C(=O)O | i
O=S1(=O)CC(c2ccccc2)CS(=O)(=O)C1CC1S(=O)(=O)CC(c2ccccc2)CS1(=O)=O (stereo not drawn) | i
Cn1nnnc1SCC(=O)Nc1sc2c(c1C(N)=O)CCC2 | i
O=C(CSc1nnc(-c2cccs2)o1)NC(=O)NC1CCS(=O)(=O)C1 (stereo not drawn) | i
Cc1ccc(-n2c(C)c3c(c2C)P(=S)(Nc2ccccc2)N(c2ccccc2)N=C3)cc1 (stereo not drawn) | i
COc1ccc(NS(=O)(=O)c2ccc(Br)cc2Cl)cc1S(N)(=O)=O | i
O=S(=O)(Nc1ccc(OC(F)(F)F)cc1)c1ccc(F)c(F)c1F | i
Cc1ccc2c(C)cc(=S)[nH]c2c1 | i
COc1ccc(-n2c(C)c[n+]3c2CCc2ccccc2-3)cc1 | i
CC(C)CN1C(=O)C(=O)N(CC(N)=O)C1=O | i
Cc1cc(C=C2Sc3ccccc3N2C)cc(C)[n+]1Cc1ccncc1 | i
SMILES | PL biosyn Enam
C=CCC1NCCc2c(Br)cccc21 (stereo not drawn) | i
Cc1cc(-n2c(C)cc(C(=O)CN3C(=O)NC4(CCC(C)CC4)C3=O)c2C)no1 (stereo not drawn) | i
CC1CC(C)CN(CC(=O)Nc2ccnn2C(C)C)C1 (stereo not drawn) | i
Nc1cc(S(=O)(=O)C(F)(F)F)ccc1[N+](=O)[O-] | i
Cc1cc(C(=O)CSc2nnc(C3CC3)n2C2CC2)c(C)s1 | i
CC(=O)N1CCN(C(=O)CN2C(=O)NC3(CCCCCC3)C2=O)CC1 | i
Fc1cc(Br)ccc1CSc1nnc2ccccn12 | i
CCN=c1scc(-c2ccc(C)c(C)c2)n1/N=C/c1ccc(Br)cc1 | i
CC1=NNC(=O)C1CCC(=O)N/N=C/c1sccc1C (stereo not drawn) | i
COCCNCc1nnc(-c2cccs2)o1 | i
COc1ccc(C2=CC(c3ccc(C(F)(F)F)cc3)n3nnnc3N2)cc1OC (stereo not drawn) | i
CCOC(=O)c1c(C)[nH]c(C(=O)OCc2nc(-c3cccs3)no2)c1C | i
O=c1[nH]c(CSc2ncnc3sccc23)nc2sc3c(c12)CCCC3 | i
Fc1ccc(OCc2nc3ccccc3o2)c(Br)c1 | i
O=C1c2ccccc2C2=Nc3ccccc3SC12O (stereo not drawn) | i
